TRPV1 ag = agonists of human vanilloid receptor 1 (TRPV1). Q8NER1. TRPV1-expressing cells, Fluo-8 calcium influx, agonist mode. activation, % at 8.33 µM. 0.19% of 320,000 active. AID 540275; in the data active = activation above about 80%; inconclusive = between about 30% and that limit; note: 0% is about no effect
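Fluo-8 calcium influx in TRPV1-expressing cells, kinetic read (ex 480/em 520 nm). Compound added and read 3 min for agonist activity, followed by capsaicin at EC20 final and 2 min further read for enhancement.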
B2AR arrestin = recruits beta-arrestin to the human beta2-adrenergic receptor; beta-arrestin recruitment to beta2AR, cell-based reporter; Potency, µM (series often up to 46.1 µM), without a hit: at the highest dose activation, actives largely listed as activators; 0.02% of 330,000 active;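 note: potency is the fitted concentration of half-maximal effect; 0% = DMSO controls and full agonism = EC100 isoproterenol or metaproterenol; nearly all actives have a fitted effect of over 65% in size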
hERG WT inh = blocks the wildtype human KCNH2 potassium channel | Q12809 | U2OS, BacMam KCNH2, thallium flux FluxOr; hits give low values | activity change, % at 1.84 µM | 0.37% of 340,000 active | AID 720551;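 active = maximum activity change below -70%; inconclusive = maximum activity change between -70% and -50%; inactive = maximum activity change above -50%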; note: % is set by controls: 0 for no effect and ±100 for the full control effect
Target sequence (Q12809 whole entry, looked up): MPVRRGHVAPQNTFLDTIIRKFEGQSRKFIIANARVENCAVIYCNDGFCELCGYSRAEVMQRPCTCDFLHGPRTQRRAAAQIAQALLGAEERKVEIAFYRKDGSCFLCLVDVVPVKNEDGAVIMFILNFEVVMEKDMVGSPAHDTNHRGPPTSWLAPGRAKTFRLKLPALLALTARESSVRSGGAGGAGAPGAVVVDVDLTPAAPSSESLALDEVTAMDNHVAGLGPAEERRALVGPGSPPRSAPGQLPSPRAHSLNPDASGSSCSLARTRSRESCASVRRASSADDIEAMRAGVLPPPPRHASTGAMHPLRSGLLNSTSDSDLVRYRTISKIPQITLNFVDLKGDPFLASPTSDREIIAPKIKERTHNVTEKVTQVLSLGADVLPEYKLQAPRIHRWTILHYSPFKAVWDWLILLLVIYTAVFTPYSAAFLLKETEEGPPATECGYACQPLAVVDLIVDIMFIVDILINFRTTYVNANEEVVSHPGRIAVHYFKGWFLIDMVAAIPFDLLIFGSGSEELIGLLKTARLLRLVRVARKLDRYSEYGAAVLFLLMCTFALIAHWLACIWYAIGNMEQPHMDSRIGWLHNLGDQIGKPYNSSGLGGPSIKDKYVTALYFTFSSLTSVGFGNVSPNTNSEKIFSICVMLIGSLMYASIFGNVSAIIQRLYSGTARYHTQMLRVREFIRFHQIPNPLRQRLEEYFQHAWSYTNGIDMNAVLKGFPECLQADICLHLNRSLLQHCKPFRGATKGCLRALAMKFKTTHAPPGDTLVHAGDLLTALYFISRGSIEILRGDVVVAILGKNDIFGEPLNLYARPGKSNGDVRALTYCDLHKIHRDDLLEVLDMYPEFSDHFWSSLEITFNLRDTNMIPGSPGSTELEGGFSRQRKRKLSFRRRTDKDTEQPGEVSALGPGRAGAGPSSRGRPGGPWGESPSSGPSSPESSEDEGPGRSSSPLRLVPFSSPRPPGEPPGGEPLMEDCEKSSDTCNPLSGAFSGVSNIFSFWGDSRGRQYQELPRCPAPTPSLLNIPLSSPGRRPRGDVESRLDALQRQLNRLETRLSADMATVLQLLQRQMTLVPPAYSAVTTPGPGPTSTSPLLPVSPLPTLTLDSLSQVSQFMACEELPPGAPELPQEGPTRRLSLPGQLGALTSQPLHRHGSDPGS
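U2OS cells were transduced with wild-type KCNH2 virus (2.03 x 10^8 / mL) for 4 h at room temperature, then cultured overnight at 37 C. Thallium flux was read with FluxOr dye. Rate constants were normalized to DMSO controls.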
KCNH2 3.1 inh = inhibitors of human KCNH2 3.1 potassium channel isoform. U2OS KCNH2 3.1, thallium flux FluxOr; hits give low values. activity change, % (tested at about 1.8 µM). 0.95% of 340,000 active. AID 720553;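 active = maximum activity change below -70%; inconclusive = maximum activity change from -70% to -50%; inactive = maximum activity change above -50%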;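 note: thallium influx rate constant from kinetic fluorescence after stimulation buffer; % is set by controls: 0 for no effect and ±100 for the full control effect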
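Measured as rate of thallium-driven FluxOr signal in transduced U2OS cells carrying the 3.1 channel, read kinetically for 2 min upon stimulation; values are rate constants scaled to DMSO control wells.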
USP2a inh = inhibitors of human ubiquitin-specific protease USP2a | O75604 | USP2 core, Ub-CHOP2 coupled fluorogenic reporter, 485/531 | Potency, µM (series often up to 38.3 µM), for inactives: at the top dose activity change, negative = inhibition, actives largely listed as inhibitors | 0.01% of 330,000 active;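 note: potency is the fitted concentration of half-maximal effect; plate controls were DMSO wells for no effect and full inhibition by NEM control for full effect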
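Deubiquitinase activity read as fluorescence (485/531 nm) after Ub-CHOP2 cleavage activates the enterokinase reporter on its substrate; USP2 core 10nM, Ub-CHOP2 and substrate 25nM each, 30min compound preincubation then 60min RT; data normalized to NEM, curves fitted.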
MLL CXXC-DNA inh = inhibitors of human MLL CXXC domain-DNA interaction; Potency, µM (highest dose often 115 µM), for the others: at the top dose activity change, negative = inhibition, hits mostly inhibitors; MLL-CXXC / FITC-HOXA9 DNA fluorescence polarization; 0.037% of 290,000 active; AID 2662; Q03164; active = well fitted inhibition curve with a large enough effect in the polarisation, with a control signal flat, not every such curve was filed as active; inconclusive = small, poorly fitted or top-dose-only effect, or effect the other way, or a change in a side signal; inactive = no such curve, though single readings can be large or run the other way; the % refers to the polarisation; note: potency is the fitted concentration of half-maximal effect
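Steps: dispense CXXC domain solution (7 uM) → pin compounds or unlabeled HOX-A9 DNA control → 5 min ambient → add FLSN-HOX-A9 solution (50 nM) → spin → 30 min ambient → fluorescence polarization. Tris pH 7.5/NaCl/DTT/BSA buffer.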
Giardia killer = Giardia lamblia killing; Giardia lamblia trophozoite viability; activity change, % at 7.66 µM, hits read low; 0.15% of 340,000 active; AID 540267; in the data active = activity change below about -80%; inconclusive = between about -30% and that limit;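 note: parasites exposed to compound for two days anaerobically before the ATP read; % is set by controls: 0 for no effect and ±100 for the full control effect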
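Each well holds 100 Giardia trophozoites and compound. After two days (48 hrs) at 37 deg C in anaerobic conditions, ATP is quantified by luminescence.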
FBPA coupling cs = inhibits coupling enzyme system, counter-screen for aldolase hits | coupling enzyme system counterscreen, AmpLite Red fluorescence | activity change, negative = inhibition, % at 58.2 µM, hits read low | 0.67% of 290,000 active; in the data active = activity change below about -30%; note: % is set by controls: 0 for no effect and ±100 for the full control effect
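Final compound at 57.5 uM, incubated 10 min at RT with coupling enzyme reagent (glyceraldehyde-3-phosphate), then 20 min with substrate and AmpLite Red detection. Fluorescence read at 525/598 nm; tests interference with the coupling assay, not aldolase inhibition.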
Menin-MLL TR inh = menin-MLL binding inhibition, Texas Red mutant peptide; Menin + Texas Red MLL mutant peptide, fluorescence polarization; O00255; 0.23% of 270,000 active; Potency, µM (titrated, usually from 61.6 µM), without a hit: at the highest dose FP activity change, negative = inhibition, actives largely listed as inhibitors; active = well fitted inhibition curve with a large enough effect in the polarisation, with a control signal flat, not every such curve was filed as active; inconclusive = small, poorly fitted or top-dose-only effect, or effect the other way, or a change in a side signal; inactive = no such curve, though single readings can be large or run the other way; the % refers to the polarisation; note: potency is the fitted concentration of half-maximal effect; % of control where 0% means no effect; many of its hits are not listed in these tables
GALK inh = blocks human galactokinase activity; P51570; Purified GALK, Kinase-Glo residual ATP luminescence; Potency, µM (series often up to 57.5 µM), for inactives: at the top dose activity change, negative = inhibition, most hits filed as inhibitors; 0.007% of 270,000 active; note: potency is the fitted concentration of half-maximal effect; % is set by controls: 0 for no effect and ±100 for the full control effect
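Human GALK (5 nM) with 35 uM ATP and 100 uM galactose in 20 mM HEPES pH 8.0, 5 mM MgCl2, 60 mM NaCl, 1 mM DTT, 0.01% BSA. After 1 h at room temperature, leftover ATP was read by Kinase-Glo Plus luminescence.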
PKM2 activator = PKM2 (human) enzyme activation; purified PKM2, Kinase-Glo ATP luminescence, activation; response scale: 0% is enzyme alone, no compound; AID 1631; 0.34% of 260,000 active; P14618; Potency, µM (doses to about 57.5 µM), inactives show top-dose activation, actives largely listed as activators; note: potency is the fitted concentration of half-maximal effect; % is set by controls: 0 for no effect and ±100 for the full control effect; nearly all actives have a fitted effect of over 55% in size
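Kinase-Glo luminescence reports ATP generated from ADP (0.1 mM) and PEP (0.5 mM) by purified hPK-M2 after 1 h at room temperature, pH 7.2 imidazole buffer; intermediate enzyme activity allows detecting inhibitors and activators.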
Active calls of the source: *; u = inconclusive; x = no result given; [ ] = remark or other dose. Unless noted, calls come from the whole dose curve; as a rule, active = well fitted curve in the direction sought with a large enough effect; inconclusive = small, poorly fitted or top-dose-only effect, or another doubt; inactive = no such curve, though single readings can be large; an effect the other way counts as inactive or inconclusive.

SMILES	TRPV1 ag	B2AR arrestin	hERG WT inh	KCNH2 3.1 inh	USP2a inh	MLL CXXC-DNA inh	Giardia killer	FBPA coupling cs	Menin-MLL TR inh	GALK inh	PKM2 activator
O=C(CSc1ncn(-c2ccccc2)n1)NCc1ccccc1	-2	-0.3%	-10	-2	0%	1%	-8	-3	-12%	1%	-4%
CCCNc1ccc(S(=O)(=O)N(CC)CC)cn1	11	-0.5%	32	-1	1%	-5%	-5	0	1%	0%	-14%
Cc1ccccc1N1CCN(S(=O)(=O)CC23CCC(CC2=O)C3(C)C)CC1 (stereo not given)	24	0.0%	3	-1	-2%	-2%	3	3	u	-6%	2%
COC(=O)c1ccc(NC(=O)CN2C(=O)c3ccccc3S2(=O)=O)cc1	0	-0.4%	1	-2	0%	7%	-5	0	-5%	-2%	x
O=C(CNC(=O)c1ccc2ccccc2c1)NCc1ccc(F)cc1	-3	-0.3%	0	10	-2%	31%[activator]	1	3	-26%	-3%	x
CCCN(CCC)c1nc(N)nc(-c2cc(Cl)ccc2OC)n1	6	0.0%	-1	-9	-4%	1%	-1	-1	u	-1%	5%
CCOCCCNS(=O)(=O)c1ccc(NC(=O)CN2C(=O)c3ccccc3C2=O)cc1	-8	-0.2%	2	-2	-4%	-3%	1	4	-6%	0%	-2%
CCOc1ccccc1-n1c(C)cc(C=O)c1C	-2	-0.1%	0	-18	3%	1%	-4	-10	-19%	0%	2%
O=C(CNC(=O)C1COc2ccccc2O1)N/N=C\c1ccc(Br)cc1 (stereo not given)	-1	-0.3%	-1	8	-1%	8%	-6	-2	33%[activator]	2%	x
CNC(=S)NNC(=O)c1cccn(Cc2ccc(Cl)cc2Cl)c1=O	1	0.2%	x	x	1%	-4%	x	6	-17%	0%	-4%
CCCC/C(O)=C1\C(=O)CC(C)(C)CC1=Nc1ccccc1OC	u	0.1%	5	-19	-1%	-5%	2	2	x	0%	-7%
O=C(CNC(=O)c1ccncc1)N/N=C/c1ccc(O)cc1O	-1	-0.5%	2	0	1%	4%	9	2	x	x	4%
CC(=O)N1c2ccc(S(=O)(=O)N3CCC(C(=O)N4CCC(C)CC4)CC3)cc2CC1C (stereo not given)	1	0.0%	1	-1	1%	12%	-3	1	-27%	-3%	x
CCOc1ccc(C2SCC(=O)N2c2c(C)n(C)n(-c3ccccc3)c2=O)cc1 (stereo not given)	1	-0.4%	0	-1	1%	-5%	-7	5	-1%	3%	1%
O=C(O)c1ccc2c(=O)n3c(nc2c1)/C(=C/c1ccc(Cl)cc1Cl)CC3	0	0.4%	7	28	4%	18%	2	-1	16%	-7%	x
CC(=O)c1ccc(N2CCN(C(=O)c3ccc(Br)cc3)CC2)c(F)c1	2	0.0%	14	-19	-5%	4%	-6	6	5%	2%	-3%
OC(C#CCN1CCCC1)c1ccccc1 (stereo not given)	-2	0.8%	-6	-13	0%	9%	-16	2	-2%	4%	0%
Cc1ccc(C(=O)Nc2cccnc2)cc1Cl	u	-0.3%	6	1	0%	3%	14	0	-1%	-1%	-2%[11.5 µM]
COC(=O)c1sc2ccccc2c1NC(=O)c1ccc(S(=O)(=O)N2CC(C)CC(C)C2)cc1 (stereo not given)	-1	6.8%	4	-10	0%	16%	-21	0	-12%	0%	0%
Cn1cc(CN2CCCC(C(=O)Nc3cccc(-c4cc5ccccc5[nH]4)c3)C2)cn1 (stereo not given)	1	-0.2%	0	-39	1%	15%	-7	x	x	-6%	-6%

Part of the list above, in CSV form.
SMILES,TRPV1 ag,B2AR arrestin,hERG WT inh,KCNH2 3.1 inh,USP2a inh,MLL CXXC-DNA inh,Giardia killer,FBPA coupling cs,Menin-MLL TR inh,GALK inh,PKM2 activator
Cc1ccccc1N1CCN(S(=O)(=O)CC23CCC(CC2=O)C3(C)C)CC1 (stereo not given),24,0.0%,3,-1,-2%,-2%,3,3,u,-6%,2%
COC(=O)c1ccc(NC(=O)CN2C(=O)c3ccccc3S2(=O)=O)cc1,0,-0.4%,1,-2,0%,7%,-5,0,-5%,-2%,x
O=C(CNC(=O)c1ccc2ccccc2c1)NCc1ccc(F)cc1,-3,-0.3%,0,10,-2%,31%[activator],1,3,-26%,-3%,x
CCCN(CCC)c1nc(N)nc(-c2cc(Cl)ccc2OC)n1,6,0.0%,-1,-9,-4%,1%,-1,-1,u,-1%,5%
CCOCCCNS(=O)(=O)c1ccc(NC(=O)CN2C(=O)c3ccccc3C2=O)cc1,-8,-0.2%,2,-2,-4%,-3%,1,4,-6%,0%,-2%

Later entries:
SMILES	TRPV1 ag	B2AR arrestin	hERG WT inh	KCNH2 3.1 inh	USP2a inh	MLL CXXC-DNA inh	Giardia killer	FBPA coupling cs	Menin-MLL TR inh	GALK inh	PKM2 activator
CCOC(=O)[C@@H]1[C@H]2COc3ccccc3[C@@H]2N2C(=O)N(c3cccc(C)c3)C(=O)[C@@]12C	x	-0.7%	6	12	0%	x	-17	x	x	x	x
O=c1c2c([nH]c3ccccc13)C(=C1CCCC1)CC2	5	-0.7%	3	-13	1%	-3%	13	-2	-12%	-4%	5%
OCCN1CCOCCOc2ccccc2OCCOCC1	-3	4.6%	6	u	-4%	2%	3	1	1%	4%	-2%
CCOc1ccc(C(=O)OCC(=O)N2CCCC2)cc1	-3	0.4%	-3	3	1%	9%	-22	1	-4%	1%	x
Cc1ccc(S(=O)(=O)N2CCN(C(=O)COC(=O)CC(C)c3ccccc3)CC2)c(C)c1 (stereo not given)	2	0.2%	6	1	1%	x	3	x	x	x	x
CC(OC(=O)CCC(=O)c1cccs1)C(=O)Nc1ccccc1[N+](=O)[O-] (stereo not given)	u	-0.4%	10	4	1%	5%	-19	0	-26%	-1%	8%
O=C(CN1CCCCC1)NC(=O)NCc1ccccc1	-4	2.8%	-2	-5	0%	u	-14	-4	-16%	-1%	-23%
Cc1ccc(NC(=O)C(C)Sc2nc(=O)cc(N)n2-c2ccccc2)cc1 (stereo not given)	0	2.7%	-4	1	0%	0%	-23	3	-12%	-3%	-4%
COc1ccc(OC)c(C(=O)NC(CC(N)=O)c2ccc(NC(C)C)c([N+](=O)[O-])c2)c1 (stereo not given)	3	0.3%	6	24	-2%	-10%	5	-1	14%	x	-8%
N/C(=N\OC(=O)c1ccc(Cl)cc1Cl)c1ccccc1	4	0.1%	0	-12	2%	-5%	-27	0	-14%	4%	-28%
CC(C)(CNC(=O)c1ccc(-c2cccc(C(F)(F)F)c2)o1)N1CCOCC1	-3	0.2%	22	-9	0%	x	1	x	x	x	x
O=C(C1=C[C@H](c2csc3ccccc23)C[C@H](OCc2ccc(CO)cc2)O1)N1CCN(Cc2ccc3c(c2)OCO3)CC1	-1	0.1%	6	-20	2%	1%	13	0	-5%	2%	1%
O=C(NC1CC1)c1ccc(CS(=O)c2ccc(Br)cc2)o1 (stereo not given)	3	0.2%	-27	1	1%	13%	-11	3	-12%	10%	x
CC(=O)c1c(C)[nH]c(C(=O)Nc2ccc(Cl)c(S(=O)(=O)N(C)C)c2)c1C	11	0.0%	-4	1	-6%	42%[activator]	-23	-4	7%	12%	u
Cc1ccc(/C=N/N2CCN(Cc3ccccc3)CC2)cc1	1	0.0%	10	x	-1%	8%	-15	4	-14%	-6%	x
COc1ccccc1NC(=O)CSc1nccn1Cc1ccccc1	5	-0.2%	-7	-15	-2%	4%	-19	0	13%	-3%	-5%
O=C(Nc1nc2n(n1)C(c1ccccc1)C=C(c1ccccc1)N2)c1ccco1 (stereo not given)	3	-0.8%	-9	1	-2%	8%	4	4	u	7%	9%
O=C(CN1C(=O)C2CC=C(Cl)CC2C1=O)Nc1ccc(C(=O)O)cc1 (stereo not given)	0	-0.1%	-5	6	-1%	-4%	5	-3	8%	1%	-17%
O=C(N/N=C/c1ccoc1)c1cccc([N+](=O)[O-])c1	2	0.5%	11	-21	-1%	8%	-14	x	x	-7%	-9%
CCOC(=O)c1nnn(-c2nonc2-n2cccc2)c1CN1CCC(C(=O)OCC)CC1	11	-0.7%	-2	2	-1%	0%	12	1	u	-2%	0%
CCOc1cc(C(=S)N2CCCC2)ccc1OC	1	0.3%	0	-5	-1%	1%	-3	-2	1%	-1%	x

A portion of the library; rates above refer to the full screens.
